DAGLB inh: diacylglycerol lipase beta (human) inhibition; Q8NCG7; AID 504411; inhibition, % at 5.17 µM; 340,000 tested, 0.059% active; HEK293T DAGLB membrane lysate, EnzChek fluorogenic substrate; in the data active = inhibition above about 34%;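 also: 0% = enzyme with vehicle and 100% = wells lacking enzyme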
Target sequence (Q8NCG7 whole entry, looked up): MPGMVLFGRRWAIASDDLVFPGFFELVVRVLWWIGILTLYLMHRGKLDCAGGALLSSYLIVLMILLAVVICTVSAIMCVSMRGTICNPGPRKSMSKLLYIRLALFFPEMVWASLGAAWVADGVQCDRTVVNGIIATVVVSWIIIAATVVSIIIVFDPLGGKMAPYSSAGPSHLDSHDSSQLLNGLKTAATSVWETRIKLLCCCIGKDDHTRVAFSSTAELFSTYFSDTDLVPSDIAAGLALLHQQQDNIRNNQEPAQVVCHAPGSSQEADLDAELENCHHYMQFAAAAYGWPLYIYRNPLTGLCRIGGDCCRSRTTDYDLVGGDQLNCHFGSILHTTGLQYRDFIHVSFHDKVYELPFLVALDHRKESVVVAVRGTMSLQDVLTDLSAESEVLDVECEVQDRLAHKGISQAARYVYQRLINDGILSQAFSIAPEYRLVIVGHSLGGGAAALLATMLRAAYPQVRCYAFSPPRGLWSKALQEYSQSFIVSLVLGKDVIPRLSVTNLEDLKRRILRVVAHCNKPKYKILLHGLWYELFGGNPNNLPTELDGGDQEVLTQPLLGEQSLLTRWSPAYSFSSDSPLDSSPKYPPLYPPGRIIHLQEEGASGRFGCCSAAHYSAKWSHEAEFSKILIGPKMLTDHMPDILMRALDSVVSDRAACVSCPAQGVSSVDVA
Tat transport: inhibitors of E. coli Tat protein transport. E. coli MC4100 TorA-mCherry Tat export, fluorescence. inhibition, % at 10 µM. 340,000 tested, 0.036% active. AID 488895;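 active = mean replicate inhibition at least 50% and at least half of replicates individually reaching 50%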;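 also: exported cargo escapes ClpAP degradation while cytoplasmic cargo is degraded and loses fluorescence; 0% = median of neutral control wells and 100% = median of NaSCN control wells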
AddAB inh: less growth of phage-infected E. coli with AddAB. E. coli expressing H. pylori AddAB, absorbance growth. inhibition, % at 11.9 µM. 330,000 tested, 0.29% active. AID 435030; in the data active = inhibition above about 12%;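 also: 0% = vehicle wells of infected cells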
CDK5 inh: inhibitors of human CDK5/p35 kinase; 330,000 tested, 0.01% active; inhibition, % at 10 µM; Recombinant CDK5/p35, ADP-Glo luminescence, 60 min; Q00535+Q15078;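 active = highest replicate inhibition of at least 50% and at least 75% of replicates reaching 50%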;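 also: plate controls were DMSO neutral control for no effect and GW8510 at 10 µM for full effect; many of its hits are not listed in these tables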
phage Ecoli inh: E. coli growth loss with phage present; growth absorbance; inhibition, % at 11.9 µM; 360,000 tested, 0.26% active; in the data active = inhibition above about 11%
Ecoli viability: reduces bacterial viability in AddAB counter-screen | E. coli V3065 growth, OD600 absorbance, 18 h | inhibition, % at 11.9 µM | 330,000 tested, 0.27% active | AID 449728;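 active = inhibition above the campaign's mean inhibition across all tested compounds plus 3 SD, cut at about 9.9% in these data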;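 also: uninfected addAB+ strain grown without phage in ampicillin broth; 0% = DMSO wells and 100% = ciprofloxacin 0.95 µg/ml wells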
SUMO Mot1 rescue: inhibitors of SUMOylation pathway: yeast Mot1-301 growth rescue. S. cerevisiae Mot1-301 growth rescue, ATP luminescence, 38.5C; percent above DMSO median, 100 means doubled. growth rescue, % at 18.8 µM. 320,000 tested, 1% active;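 active = every valid replicate shows activation above 250% relative to neutral control wells; inactive = the rest, any valid replicate at or below 250%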;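 also: OY570 slx delta 5 strain wells were the positive control but not used for scaling; some compounds called inactive have numbers as strong as hits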
HTR5A inv ctr: HTR5A inverse agonism, opioid heterodimer counter-screen. 340,000 tested, 0.083% active. AID 504634. HTR5A cell line, luminescence. P47898. inhibition, % at 9.3 µM; in the data active = inhibition mostly above about 23%, no sharp cut-off; inactive = mostly below about 18%;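 also: 0% = cells with DMSO and 100% = no-cell wells with DMSO; some compounds called inactive have numbers as strong as hits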
PKA-R2B activ: PKA-R2B complex activation. P22694+P31323. PKA-R2B holoenzyme dissociation, Cy5-IP20 fluorescence polarization; R2B truncated from residue 108, S112A mutant; 0% DMSO only, 100% 113 µM cGMP. activation, % at 11.4 µM. 340,000 tested, 0.079% active. AID 504700;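 active = activation above a cutoff set at the mean over all compounds plus 3 SD, cut at about 18% in these data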;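 also: higher means more holoenzyme dissociation and a rise in polarization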
Target sequence (P31323 whole entry, looked up, other chains not shown, the tested form may be a part): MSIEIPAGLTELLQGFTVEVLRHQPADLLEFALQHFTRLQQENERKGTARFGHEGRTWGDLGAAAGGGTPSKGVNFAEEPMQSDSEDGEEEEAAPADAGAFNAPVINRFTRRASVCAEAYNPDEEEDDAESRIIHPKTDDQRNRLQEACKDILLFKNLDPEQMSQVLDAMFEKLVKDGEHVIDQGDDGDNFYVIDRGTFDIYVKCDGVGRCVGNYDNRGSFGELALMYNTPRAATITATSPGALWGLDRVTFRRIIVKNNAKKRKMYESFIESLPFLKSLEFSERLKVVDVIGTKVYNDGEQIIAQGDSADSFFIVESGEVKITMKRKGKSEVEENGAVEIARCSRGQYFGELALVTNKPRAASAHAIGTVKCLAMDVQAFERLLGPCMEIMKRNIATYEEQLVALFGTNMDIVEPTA
PKA-R1A act: activators of PKA-R1A complex | P00514+P68181 | PKA-R1A dissociation, Cy5-IP20 fluorescence polarization; scaled: DMSO 0%, 113 µM cGMP 100% | activation, % at 11.4 µM | 340,000 tested, 0.083% active;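 active = percent activation above the mean of all tested compounds plus 3 SD, cut at about 19% in these data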;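 also: higher means more PKAc released from R1A so a rise in polarization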
HTR5A ag ctr: activates human HTR5A in OPRM1-OPRD1 agonist counter-screen; 340,000 tested, 0.61% active; AID 504692; activation, % at 9.3 µM; HTR5A agonist assay, luminescence, cell-based; P47898; in the data active = activation mostly above about 9.5%, no sharp cut-off; inactive = mostly below about 7.6%;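 also: 0% = cells with vehicle only and 100% = reference agonist; strong numbers were not always called active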
* hit, by the source's call; x = not tested or not shown; + = active, no number.

SMILES | DAGLB inh | Tat transport | AddAB inh | CDK5 inh | phage Ecoli inh | Ecoli viability | SUMO Mot1 rescue | HTR5A inv ctr | PKA-R2B activ | PKA-R1A act | HTR5A ag ctr
CN1CCN(CC(=O)Nc2ccc(OC(F)(F)F)cc2)CC1 | 0 | 2 | 0.6 | 0.1 | -1.3 | 1.3 | -8 | 7 | -3 | 5 | -2
O=C(Cn1ccc(=O)[nH]c1=O)Nc1ccc(O)c([N+](=O)[O-])c1 | -1 | 1 | x | -0.9 | 2.1 | x | x | -10 | 3 | -4 | 2
Cc1nnc(NC(=O)CCS(=O)(=O)Cc2ccccc2)s1 | 0 | 2 | 1.5 | -3.2 | 2.0 | 0.2 | -5 | -19 | 3 | 14 | -6
NC(=O)CC(NC(=O)c1ccc(Cl)cc1)C(=O)NCCc1ccc(S(N)(=O)=O)cc1 (stereo unspecified) | 3 | 0 | -2.0 | -1.9 | 2.2 | -1.7 | 2 | -27 | -13 | -13 | 9
NS(=O)(=O)c1ccc(NC2=CC(=O)C(=O)c3ccccc32)cc1 | 4 | -12 | 3.1 | -0.2 | -5.4 | -1.9 | 2 | -36 | -2 | -2 | 9.6*
CC(=O)c1ccc(NC(=S)NNC(=O)NC2CCCCC2)cc1 | -2 | -4 | 1.7 | -0.2 | 0.6 | -1.9 | 12 | 3 | -6 | 7 | -1
O=C(OCCN1CCOCC1)c1ccc(OCCN2CCOCC2)cc1 | -2 | -5 | 1.9 | -1.2 | 2.1 | -2.5 | 0 | 8 | -7 | -2 | 1
Cc1ccc(-n2nc3c(=O)n(CCCC(=O)NCc4ccccc4Cl)nc(C)c3c2C)cc1 | 1 | -2 | 1.1 | 1.1 | 3.3 | -1.1 | -2 | -19 | 1 | 2 | 2
CN(c1ccccc1)S(=O)(=O)c1cc(C(=O)N2CCN(c3ncccn3)CC2)ccc1Cl | -5 | -3 | 1.0 | -0.2 | 2.6 | -1.8 | 178 | -39 | -9 | -9 | 15*
CC(C)(C)C(=O)COC(=O)c1cc(-c2cccnc2)nc2ccccc12 | -2 | -3 | 1.4 | 0.9 | 2.6 | 0.1 | 7 | 6 | -5 | -3 | -2
O=C1c2ccccc2C(=O)C1c1ccc(O)cc1 | 4 | 11 | 0.8 | 0.6 | 5.2 | -1.3 | 3 | -2 | 0 | -10 | 1
COc1ccc(NC(=O)C2CCN(C(=O)Cc3ccccc3)CC2)cc1OC | 0 | 2 | 6.5 | -1.7 | 0.6 | -2.0 | -25 | 10 | -4 | -9 | -4
C/C(=N\NC(=O)CN1CCN(Cc2ccccc2)CC1)c1ccncc1 | 0 | 4 | 0.2 | 0.9 | 0.2 | 3.8 | -15 | -13 | -2 | -4 | 2
COc1ccc(N/C(N)=N/c2nc(C)c(Cc3ccccc3)c(=O)[nH]2)cc1 | 0 | -6 | -0.4 | -1.1 | 0.8 | -1.5 | 229 | 4 | -7 | 2 | -1
Cc1ccc(-n2nnnc2SCC(=O)NC2CCCc3ccccc32)c(C)c1 (stereo unspecified) | -8 | 9 | -1.2 | 3.5 | 2.7 | -0.3 | x | -10 | -13 | -5 | 4
Fc1ccc(-n2c(Cc3ccccc3)nnc2SCc2nc(-c3cccs3)no2)cc1 | -1 | 6 | 0.4 | 1.3 | 1.7 | 3.4 | 1 | -1 | -13 | -11 | -2
Cn1/c(=N\NC(=O)c2ccccc2Cl)sc2ccccc21 | -1 | -5 | 1.7 | -0.3 | 3.4 | -0.8 | 18 | -8 | -7 | 5 | 0
C=CCn1c(C(CCCC)CC(C)O)n[nH]c1=S (stereo unspecified) | -1 | 20 | 1.9 | 0.5 | 3.3 | -0.6 | -11 | -12 | -12 | -11 | 3
CCN(CC)CCNC(=O)COc1ccc(Cl)cc1Cl | 0 | -1 | 0.8 | -1.6 | 2.8 | -1.6 | 206 | 8 | 2 | -16 | 7
COCCNC(=S)N1CCN(S(C)(=O)=O)CC1 | -2 | -2 | 5.5 | -0.7 | 4.0 | 2.6 | 5 | -8 | -3 | 2 | 3
Cc1ccccc1-c1nc(CN2CCC(C(=O)NCCCN3CCCC3)CC2)c(C)o1 | -1 | -6 | 0.8 | 0.6 | 2.2 | -2.9 | -1 | -16 | -1 | -5 | 6
Cn1c(=O)c2cc(S(=O)(=O)NCCC(=O)NCc3ccccc3Cl)ccc2n(C)c1=O | -3 | -3 | 2.9 | -2.2 | -0.2 | 1.1 | -10 | -2 | 1 | -6 | 0
O=C(/C=C/c1c(Cl)nc2ccccn12)N1CCN(c2ccc(F)cc2)CC1 | 2 | 1 | 1.2 | -0.4 | 5.3 | 0.9 | 4 | -9 | -14 | -11 | 3
Cc1ccc(NC(=O)/C(C#N)=C/c2ccccc2C(F)(F)F)cc1 | -2 | -2 | 1.8 | 1.0 | 3.3 | 0.8 | 496 | -1 | -14 | -8 | 0
CCOc1ccc(CCNS(=O)(=O)c2c(C)n[nH]c2C)cc1OCC | -5 | 3 | 0.3 | 1.5 | 2.4 | -0.3 | 4 | -4 | -1 | -4 | 0

Continued.
SMILES | DAGLB inh | Tat transport | AddAB inh | CDK5 inh | phage Ecoli inh | Ecoli viability | SUMO Mot1 rescue | HTR5A inv ctr | PKA-R2B activ | PKA-R1A act | HTR5A ag ctr
CCS(=O)(=O)c1ccc(C=NNc2nc3ccccc3o2)cc1 | 1 | 6 | x | -1.7 | 3.7 | x | x | -4 | -3 | 3 | 1
CCC(=O)Nc1ccc(NC(=O)c2ccc3ccccc3c2)cc1 | -8 | -1 | 1.3 | 1.6 | 0.6 | 0.7 | -11 | 7 | -3 | 1 | -2
Cc1cc(C)c(C)c(S(=O)(=O)Nc2cccc(S(=O)(=O)Nc3ccccc3C(=O)O)c2)c1C | 3 | 11 | 1.8 | -1.7 | 1.2 | -0.9 | 0 | -3 | 2 | 5 | 1
CCOc1ccccc1NC(=O)CSc1nc(N)c(C#N)cc1C#N | 3 | 1 | 4.8 | 0.7 | -0.4 | -1.6 | + | 1 | -6 | 0 | 0
O=C(CSCc1ccccc1)N1CCN(S(=O)(=O)c2ccc(F)cc2)CC1 | 0 | 1 | 0.9 | 0.0 | 2.1 | 1.1 | -18 | -4 | -13 | 10 | -1
CC1(c2nnc(-c3ccncc3)o2)CC(c2cccnc2)=NO1 (stereo unspecified) | -1 | -1 | 1.6 | -0.4 | 4.4 | -1.7 | -16 | -16 | -7 | 6 | -2
O=S(=O)(c1ccccc1)N1CCC(O)(CSc2ccc(Cl)cc2)CC1 | -3 | 0 | 3.6 | x | 4.2 | 2.8 | -19 | -12 | -7 | -8 | 5
O=C1OC[C@H]2CCCN2C(=O)[C@@H](CC(=O)N(CCO)Cc2ccccc2)C/C=C\C[C@H]1Cc1ccc(F)cc1 | -1 | 8 | 0.7 | 1.9 | -0.4 | -4.1 | 7 | 5 | -12 | 2 | -2
CN1CCN(C2Cc3cc(F)ccc3Sc3ccc(Cl)cc32)CC1 (stereo unspecified) | -4 | 2 | -1.4 | -0.4 | 1.7 | -1.9 | -7 | 18 | -5 | -14 | 1
CCN(CC)CCOC(=O)c1ccc(NC(=O)CCCN2C(=O)S/C(=C/c3ccc(OC)cc3)C2=S)cc1 | 2 | 3 | 1.7 | -7.7 | x | -1.6 | -18 | 8 | -10 | -6 | -3
C#CCOCCOCCOCCNc1nc(N2CCN(C(=O)CCCCCCCCCCNC(=O)Cn3cc(C[C@@H](C)O)nn3)CC2)nc(N2CCN(C(=O)CCCCCCCCCCNC(=O)Cn3cc(C[C@@H](C)O)nn3)CC2)n1 | -3 | 6 | 0.9 | 0.4 | 3.4 | -2.0 | -6 | -3 | 9 | 7 | 1
OC(CNCc1ccccc1)(c1ccc(F)cc1)c1ccc(F)cc1 | -6 | -2 | 0.5 | 0.5 | 3.6 | 3.0 | 111 | -6 | -2 | 8 | 2
Cc1ccc(S(=O)(=O)c2cc3c(=O)n4ccccc4nc3n(C)c2=N)cc1C | 2 | -4 | 2.7 | x | 4.3 | -2.0 | -4 | -29 | 9 | -3 | -2
O=C(NNC(=O)C1CC1c1ccccc1)Nc1ccccc1 (stereo unspecified) | 0 | 7 | 1.2 | -1.5 | 1.8 | -0.2 | 4 | 6 | -5 | 0 | 0
CN(CCc1ccccc1)C(=O)c1cccc(NC(=O)Cc2cccc([N+](=O)[O-])c2)c1 | 0 | 1 | 1.9 | -1.2 | 1.9 | 0.3 | -4 | 18 | -4 | -1 | 4
COCCNC(=O)/C(C#N)=C1\N=C(N)c2ccccc21 | -1 | -7 | 3.6 | 0.8 | 2.1 | 1.8 | 2 | 28 | 11 | 0 | -10
CCCCN1C(=O)C(=O)N(CC(=O)N2CCc3ccccc32)C1=O | 0 | -4 | 0.3 | 0.7 | 6.3 | -0.3 | 12 | 17 | -9 | -1 | -5
COC(=O)CC1(CC(N)=O)SCCS1 | -1 | -2 | x | 1.9 | 0.2 | x | x | 3 | -5 | 0 | -1
CC(C)n1nc(C(=O)NNC(=O)c2ccc(OC(F)F)cc2)c2ccccc2c1=O | 1 | 6 | -0.9 | -0.1 | 4.0 | -0.3 | 2 | -8 | 12 | -1 | 1
CN=C1SC(CC(=O)Nc2sc3c(c2C#N)CCCC3)C(=O)N1C (stereo unspecified) | -3 | -5 | 3.6 | -0.4 | 1.7 | 1.2 | 364* | 6 | -4 | -2 | 3
CC1=C(C(=O)OCCCBr)C(c2ccc3c(c2)OCO3)NC(=O)N1 (stereo unspecified) | -5 | -8 | 4.0 | 1.0 | x | 1.2 | 2 | 7 | -4 | -7 | 3
Cc1n[nH]c(=O)c2c(NC(=O)CSc3ccc(Br)cc3)oc(C)c12 | -1 | -3 | 1.0 | 0.5 | 0.4 | 0.6 | 6 | 3 | -6 | 0 | -1
Cc1ccc2cc(-c3noc(C4CCCO4)n3)c(=O)[nH]c2c1 (stereo unspecified) | 3 | 0 | 0.0 | 1.1 | 3.7 | -1.0 | 1 | -1 | -7 | -4 | 0
Cc1ccc(S(=O)(=O)NCC[C@@]2(C)C3CCC2(C)C(=O)C3)cc1 (stereo partly specified) | -4 | -4 | -0.1 | 0.3 | 2.0 | 0.9 | -7 | -6 | 1 | -9 | 1
COc1ccc(NC(=O)CN(C)C(=O)c2cc(-c3ccncc3)nc3ccccc23)cc1 | 0 | -2 | -1.2 | -1.3 | 1.8 | -0.1 | 3 | -16 | 7 | -1 | 0
CCN1C(=O)C(Cc2nc3ccccc3c(=O)n2C)c2ccccc21 (stereo unspecified) | -1 | -3 | 1.4 | -1.0 | 1.7 | 0.5 | -5 | 23 | 5 | -1 | -10
CC(=O)c1ccc(-c2cc([C@H]3[C@H]4C=CC[C@@H](C)[C@@H]4C(=O)N3Cc3ccccc3)ccc2F)cc1 | -9 | -4 | 1.9 | 0.9 | -0.2 | -2.0 | -11 | -14 | -1 | -8 | 2

Among those listed so far, two contain a thiophene ring, fused or not.
SMILES | DAGLB inh | Tat transport | AddAB inh | CDK5 inh | phage Ecoli inh | Ecoli viability | SUMO Mot1 rescue | HTR5A inv ctr | PKA-R2B activ | PKA-R1A act | HTR5A ag ctr
Fc1ccc(-n2c(Cc3ccccc3)nnc2SCc2nc(-c3cccs3)no2)cc1 | -1 | 6 | 0.4 | 1.3 | 1.7 | 3.4 | 1 | -1 | -13 | -11 | -2
CN=C1SC(CC(=O)Nc2sc3c(c2C#N)CCCC3)C(=O)N1C (stereo unspecified) | -3 | -5 | 3.6 | -0.4 | 1.7 | 1.2 | 364* | 6 | -4 | -2 | 3
